# High-throughput results deposited in PubChem BioAssay by The Scripps Research Institute Molecular Screening Center.
# DAX1 inh-1 – inhibits human nuclear receptor DAX1 | P51843 | HEK293 Gal4-DAX1 luciferase reporter, luminescence | inhibition, % at 6.75 µM | actives 0.99% (n = 340,000) | AID 504766;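 active means inhibition above the mean over all tested compounds plus 3 SD, cut at about 4.2% in these data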;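 further: 0% = DAX1-transfected cells with DMSO and 100% = empty-vector control cells with DMSO; inhibition shows as a rise in luminescence from relieved DAX1 repression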
# Target sequence (P51843 207-470 limits assumed): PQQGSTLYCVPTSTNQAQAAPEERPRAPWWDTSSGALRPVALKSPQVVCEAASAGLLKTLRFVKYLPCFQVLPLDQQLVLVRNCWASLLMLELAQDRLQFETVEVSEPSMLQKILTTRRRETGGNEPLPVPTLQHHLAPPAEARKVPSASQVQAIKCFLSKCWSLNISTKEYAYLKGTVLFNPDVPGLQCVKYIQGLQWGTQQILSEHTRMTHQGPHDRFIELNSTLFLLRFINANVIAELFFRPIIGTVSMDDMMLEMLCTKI
# DAX1 inh-2 – inhibitors of DAX1 repression of SF-1 activated StAR promoter. actives 1.1% (n = 370,000). inhibition, % at 6.8 µM. HEK293T StAR-luciferase reporter, SF-1/DAX-1 repression relief. AID 652010;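 active means inhibition above the mean over all tested compounds plus 3 SD, cut at about 3.6% in these data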;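 further: 0% = DAX-1 cells with DMSO and 100% = cells lacking DAX-1 with DMSO; higher inhibition means more luminescence from relief of DAX-1 repression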
# ADAM10 inh – inhibits human ADAM10. O14672. recombinant ADAM10, EDANS/DABCYL FRET peptide cleavage, 3 h. inhibition, % at 7 µM. actives 0.62% (n = 370,000);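 active means inhibition above a per-campaign cutoff equal to the mean of compounds falling between control-based bounds plus 3 SD, cut at about 20% in these data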;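 further: 0% = DMSO wells while the 100% control is not disclosed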
# Target sequence (O14672 214-748 limits assumed): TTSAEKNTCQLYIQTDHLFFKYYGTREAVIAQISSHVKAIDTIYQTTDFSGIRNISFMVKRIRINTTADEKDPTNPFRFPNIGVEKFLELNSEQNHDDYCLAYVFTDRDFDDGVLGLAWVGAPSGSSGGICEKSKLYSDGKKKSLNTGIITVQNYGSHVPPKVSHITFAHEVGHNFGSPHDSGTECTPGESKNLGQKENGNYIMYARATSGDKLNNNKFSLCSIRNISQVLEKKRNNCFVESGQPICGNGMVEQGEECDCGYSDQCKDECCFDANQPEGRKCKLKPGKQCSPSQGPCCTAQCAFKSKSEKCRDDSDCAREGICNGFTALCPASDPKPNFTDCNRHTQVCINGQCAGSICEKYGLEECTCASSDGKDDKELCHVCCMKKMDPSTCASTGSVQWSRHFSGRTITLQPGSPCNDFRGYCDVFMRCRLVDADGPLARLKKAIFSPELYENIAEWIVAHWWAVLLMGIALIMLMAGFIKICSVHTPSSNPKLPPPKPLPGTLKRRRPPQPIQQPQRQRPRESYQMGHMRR
# HGIII-sPLA2 inh – Blocks human group III sPLA2 activity; QFRET BODIPY PC-A2 liposome hydrolysis, fluorescence; inhibition, % at 12.2 µM; actives 0.56% (n = 370,000); AID 743126;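 active means inhibition above mean plus 3 SD of compounds lying within the high and low control bounds, cut at about 19% in these data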;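 further: 0% = median of test compound wells and 100% = no enzyme DMSO wells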
# hgDAF12 agonist – activates the H. glycines DAF-12 receptor ligand-binding domain; activation, % at 6.8 µM; AID 687014; HEK293 GAL4-hgDAF12 UAS-luciferase reporter, agonist luminescence; normalized to butyrate control; actives 1.8% (n = 370,000);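 active means activation above a cutoff set at the mean of all screened compounds plus 3 SD, cut at about 10% in these data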;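 further: 0% = DMSO wells and 100% = sodium butyrate wells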
# ADAM17 inh – ADAM17 inhibition, QFRET primary screen | P78536 | recombinant ADAM17, EDANS/DABCYL FRET peptide cleavage | inhibition, % at 6.95 µM | actives 0.83% (n = 370,000);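 active means inhibition above the mean of compounds lying between control limits plus 3 SD, set per campaign, cut at about 8.5% in these data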;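 further: 0% = DMSO-only wells as the low control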
# FXN GAA850 act – activators of GAA850 frataxin (FXN) promoter. actives 0.56% (n = 360,000). HEK293 lucGAA850 FXN promoter luciferase reporter, 24 h; percent of 10 µM SAHA response. activation, % at 6 µM;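 active means activation above the average of all compounds screened plus 3 SD, cutoff fixed separately per campaign, cut at about 7.5% in these data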;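 further: 0% = DMSO wells and 100% = 10 µM SAHA wells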
# hcDAF-12 act – H. contortus DAF-12 activation, primary screen; HEK293 hcDAF-12 lit1-tk-luc reporter, luminescence; 0% DMSO, 100% Δ7-dafachronic acid; activation, % at 6.8 µM; actives 1.4% (n = 370,000); AID 652067;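 active means activation above the mean of all tested compounds plus 3 SD, cut at about 5.5% in these data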;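 further: 100% = response to 3 µM Δ7-dafachronic acid high control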
# PLCg1 inh – inhibitors of human phospholipase C gamma1. inhibition, % at 12.2 µM. P19174. purified PLC-gamma1, fluorogenic substrate, fluorescence. AID 720700. actives 0.84% (n = 370,000); in the data active means inhibition above about 9.5%
# PLCb3 inh – PLC-beta3 (human) inhibition, primary screen. Purified PLC-beta3, fluorogenic substrate, fluorescence. inhibition, % at 12.2 µM. actives 0.18% (n = 370,000). AID 720704; in the data active means inhibition above about 11%;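 further: 0% = median of compound wells on plate and 100% = full blocker control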
# ssDAF-12 act – activators of S. stercoralis DAF-12 nuclear receptor. actives 1% (n = 370,000). HEK293 ssDAF-12/GRIP1 lit1-tk-luc reporter, luminescence; % of 3 µM dafachronic acid response. activation, % at 6.8 µM. AID 652126;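 active means activation above the mean over all tested compounds plus 3 SD, cut at about 0.9% in these data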;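 further: 0% = DMSO-only wells and 100% = 3 µM delta7-dafachronic acid wells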
# The depositor's hits bear a star; · = not tested or not shown.
SMILES,DAX1 inh-1,DAX1 inh-2,ADAM10 inh,HGIII-sPLA2 inh,hgDAF12 agonist,ADAM17 inh,FXN GAA850 act,hcDAF-12 act,PLCg1 inh,PLCb3 inh,ssDAF-12 act
COc1cc(/C=N/N2C(=O)c3ccccc3NC2(C)c2cccc([N+](=O)[O-])c2)cc(Br)c1O (centres undefined),-0.1,0.5,-71,-16,4.7,-32,2.0,0.2,-88,-85,-0.2
COc1ccc(C(=O)OCC(=O)c2ccc(S(=O)(=O)N3CCCCC3)cc2)c(OC)c1,-0.2,-0.2,-10,0,-0.6,-8,0.4,-0.7,1,-5,-1.1
O=C(NC1=NN(c2ccccc2)CC1)Nc1ccccc1F,-1.3,0.0,2,4,4.5,1,8.5*,0.3,0,-11,-1.2
O=C(NC(c1ccc(F)cc1)c1ccc2ccccc2n1)C1CCN(Cc2ccc(Oc3ccccc3)cc2)CC1 (centres undefined),·,-0.5,-4,-3,1.4,-1,-2.4,0.5,0,-3,-1.1
O=C(CCC1COc2ccccc2O1)NCC1COc2ccccc2O1 (centres undefined),1.5,0.6,6,6,-1.1,-3,-2.1,0.5,-1,-5,-0.8
Cc1c(NC(=O)CSc2ccc(Cl)cc2)c(=O)n(-c2ccccc2)n1C,1.3,-0.2,0,0,0.8,1,-0.9,-0.7,1,3,-0.7
CSc1ccc(S(=O)(=O)NCCSC(C)(C)C)cc1,-0.7,0.2,3,-6,-2.8,2,-2.3,0.1,2,3,-1.0
CC(C(=O)NCC1CCCCC1)N(C)Cc1cccc(Cl)c1 (centres undefined),1.3,-0.1,4,1,-1.0,0,2.5,-2.2,4,-3,-2.0
c1cncc(CNc2nc(-c3cccnc3)nc3ccccc23)c1,-0.3,-0.8,4,0,0.5,2,3.0,-0.5,1,5,-1.3
O=C(NC1(C(F)(F)F)NC(=O)N(CCc2ccccc2)C1=O)C1CC1 (centres undefined),-0.5,-0.2,3,-6,-0.5,0,-0.4,-0.6,0,3,-1.2
Cc1c(F)cccc1NS(=O)(=O)c1ccc(OCCNS(C)(=O)=O)cc1,-0.3,-0.2,9,-6,2.6,2,0.9,-1.4,1,3,-1.7
CC(C)(C)c1ccc(-c2noc(CCC(=O)NC3CC3)n2)cc1,·,·,-4,2,-12,-5,·,-6.8,-1,-1,-3.0
CC1CCN(CCCNS(=O)(=O)c2cc(Br)cc3c2N(C(=O)C2CC2)CC3)CC1,0.2,0.2,12,-4,0.3,0,1.1,0.1,1,-4,-1.4
Cc1nn(Cc2ccc(C(=O)Nc3nc4c(C)cccc4s3)o2)c(C)c1Br,-0.1,0.6,5,-15,-0.2,7,-2.2,3.8,-8,-12,-0.6
CCOc1ccc(OCCC(=O)Nc2ccccc2C(=O)NC2CC2)cc1,-0.1,-0.3,-8,2,1.0,-4,1.9,-0.7,1,-1,-0.7
COc1cc(C(=O)NCCC2=CCCCC2)ccc1OC1CCN(C(C)=O)CC1,-0.2,-0.6,-13,-4,-2.6,1,5.5,-1.1,0,-3,-0.8
O=C(NCCN1CCC(n2c(=O)[nH]c3ccccc32)CC1)c1cccnc1Cl,·,0.2,-7,-1,2.1,-2,·,-1.2,-2,-1,-1.0
Cc1cc(=O)c(C(=O)O)nn1-c1ccc(Cl)cc1,2.8,0.3,3,-1,0.5,-1,-0.6,0.5,0,-4,-1.1
CCOC(=O)c1cc(S(=O)(=O)N2CC(C)CC(C)C2)cn1C (centres undefined),0.3,-0.1,-1,3,1.0,-1,-0.8,-1.3,3,-3,-0.1
O=S(=O)(NCc1cc(-c2ccc(Cl)cc2)no1)c1ccccc1,-1.4,-0.1,7,-24,0.3,-4,0.8,-2.5,2,1,-0.9
O=C(CC1Oc2ccccc2NC1=O)NCc1ccc(Cl)cc1 (centres undefined),4.4*,-0.1,-14,1,1.2,-2,0.0,2.7,-1,-1,-0.7
COC(=O)Cn1cc(C(=O)OC)c2ccccc21,0.3,-0.4,-5,4,0.4,-3,0.5,0.1,-6,0,-1.4
O=C(N/N=C/c1cn(-c2ccccc2)nc1-c1cc2ccccc2o1)c1c[nH]c2ccccc12,0.9,1.6,-6,-6,19*,-2,4.3,3.8,-37,-42,0.5
Cc1cccc(N2N=C(C(=O)O)CCC2=O)c1,-0.6,0.3,-4,-1,1.6,-1,2.8,3.6,-2,-4,0.2
O=C(NCc1ccc(F)cc1)C1CCN(C(=O)Nc2ccc(F)cc2)CC1,-1.3,0.0,15,7,0.4,0,1.7,-1.6,2,-5,-1.1
O=C(COc1ccc2ccccc2c1Br)NC(=S)Nc1cccc(CO)c1,-1.9,1.6,8,-2,11*,7,0.5,1.0,2,9,-0.3
CSCC[C@H](NC(=O)CCCn1nnc2ccccc2c1=O)C(=O)O,1.3,-0.1,2,7,4.0,-5,0.1,-2.2,1,-6,-2.0
CCSc1nnc(NC(=O)C2Cc3ccccc3CN2S(=O)(=O)CC)s1 (centres undefined),-0.6,-0.4,-1,-12,1.1,0,1.9,-0.3,-7,-9,-0.5
COc1ccc(C)cc1NC(=O)COC(=O)c1ccc2ccccc2n1,-0.3,-1.3,1,-2,-2.0,0,1.6,-0.6,0,-5,-1.1
Cc1ccc2c(CN(C)Cc3cccc(F)c3)cc(=O)oc2c1C,-0.4,0.7,7,1,-0.1,0,1.1,-1.9,2,-9,-1.4
NC(=O)CCn1c(C(=O)c2ccc(Cl)cc2)c2ccccc2[n+]1[O-],-0.4,-0.2,-9,5,1.6,-3,-0.1,3.0,2,-1,-0.6
O=C(NNc1ccccc1C(F)(F)F)c1cccs1,2.0,-0.3,-2,-4,0.5,1,0.4,1.0,1,-3,-1.3
CC(=O)Nc1nc(CC(C)C)cc(-c2ccco2)c1C#N,-0.4,0.5,-290,7,-1.0,-102,0.2,1.6,-19,-25,-1.3
CC(C)N1CCN(Cc2ccc(OC3CCCC3)cc2)CC1CCO (centres undefined),0.4,-0.6,-1,-4,0.6,-3,-0.9,0.3,0,-6,-1.2
O=C(O)c1ccc(/C=C/c2ccc3cccc(O)c3n2)cc1,0.7,3.1,-4,-20,15*,2,7.6,3.0,-48,-48,0.0
O=C(C1CCCN(Cc2nc(-c3cccs3)no2)C1)N1CCOCC1 (centres undefined),-0.5,-0.2,-3,10,0.7,-5,-0.9,0.1,2,-10,-0.5
CCC(C)c1ccccc1OCCOCCN1CCCC1 (centres undefined),-0.6,-0.1,-4,20*,-2.1,-1,1.1,0.5,4,3,-1.8
Fc1cccc2sc(Nc3nnc(-c4ccccc4)o3)nc12,-0.9,2.3,-114,-11,6.0,-17,3.7,2.1,-184,-233,0.3
O=C(O)c1cc2ccc3ccccc3c2[nH]1,0.3,0.3,-39,9,1.8,-12,2.6,5.0,-4,-20,0.1
Nc1nc(NCCCN2CCOCC2)nc(Nc2ccccc2)c1[N+](=O)[O-],-0.6,-0.1,7,-6,-2.4,0,0.7,-2.1,7,6,-1.4
CC(C)OCCCn1c(SC(C)C(=O)NCC2CCCO2)nc2cc(Cl)ccc2c1=O (centres undefined),-0.9,0.0,3,-3,0.7,1,-1.1,-1.2,1,-2,0.1
O=[N+]([O-])c1cccc(CN2CCC(Cc3ccccc3)CC2)c1,-0.1,0.1,7,-6,2.1,2,-1.2,-2.0,0,-3,-1.0
Cc1ccc(F)cc1NC(=O)CN1C(=O)NC(C)(c2ccc3c(c2)OCCO3)C1=O (centres undefined),0.0,-0.7,-2,-10,2.9,-1,0.0,-0.8,1,-2,-0.9
O=C(Nc1ccc(F)cc1)Nc1cccnc1,-0.3,0.0,-1,-6,0.5,-2,2.5,1.6,3,-3,-1.0
c1ccc(-c2nnc(N3CCCC3)nc2-c2ccccc2)cc1,-0.3,-0.3,-5,2,0.6,-3,1.9,-0.3,1,-7,-0.4
O=C(CCCOc1ccccc1)Nc1nc2ccccc2[nH]1,2.5,1.6,-5,1,12*,3,3.3,4.0,5,-17,-1.3
CC(=O)c1ccc(N2CCN(C(=O)C3CCCN(S(=O)(=O)c4c(C)[nH]c(=O)[nH]c4=O)C3)CC2)cc1 (centres undefined),-0.1,0.0,-20,5,-2.6,-8,0.0,-1.1,-7,-7,-1.3
O=C(O)c1[nH]c2ccccc2c1C=NCc1ccccc1Cl,4.9*,0.5,-24,1,-1.0,-7,-0.2,2.4,-6,-6,-0.5
CC1(Br)C2CCCC1C2S(=O)(=O)c1ccccc1 (centres undefined),-0.3,0.2,-3,-1,-2.8,1,1.6,1.5,0,3,-1.4
O=C(O)C1CCN(S(=O)(=O)c2cccnc2)CC1,1.2,-0.6,-10,11,1.4,-4,-0.4,0.5,-1,-1,-0.5
O=S(=O)(Nc1cccnc1)c1ccc(Cl)cc1,-0.9,0.2,-3,-4,-0.3,0,-0.4,-2.6,-3,1,-1.0
CCO[C@@H]1OC(C(=O)NC2CC2)=C[C@H](c2ccc3c(c2)OCO3)[C@H]1CCCO,0.5,-0.2,7,5,0.2,0,1.1,-1.1,0,1,-1.4
COc1cccc(-c2cc(C(=O)Nn3cnnc3)c3ccccc3n2)c1,-0.9,0.6,-22,2,-0.1,-4,2.4,6.0*,-29,-34,-0.2
Cn1c2ccccc2c2c(C(=O)NCc3ccco3)cn(C3CCCCC3)c(=O)c21,-0.3,-1.1,-191,-5,-2.7,-63,0.1,-2.3,-13,-13,-1.2
CC1CCC2(CC1)NC(=O)N(CC(=O)Nc1ccc(F)cc1)C2=O (centres undefined),-0.3,-2.0,-12,8,0.0,0,0.6,3.5,0,-5,-1.5
CC1(C)SC(=S)N(/N=C/c2cccnc2)C1N(O)C(=O)NC1CCCCC1 (centres undefined),0.0,-0.2,8,7,0.6,-5,0.9,0.7,0,-3,-1.3
Cc1nc(C)c(C(=O)NNC(=O)c2ccc(Br)cc2)s1,-0.9,-0.2,5,4,-1.5,0,0.9,-1.7,-1,2,-1.0
COc1ccc(CNC(=O)CCS(=O)(=O)c2cc3c(cc2Cl)NC(=O)CO3)cc1,-0.4,-0.4,4,7,-1.9,-3,3.9,-0.6,4,1,-0.9

# Entries of single compounds, looked up by structure. Screens in order: DAX1 inh-1 | DAX1 inh-2 | ADAM10 inh | HGIII-sPLA2 inh | hgDAF12 agonist | ADAM17 inh | FXN GAA850 act | hcDAF-12 act | PLCg1 inh | PLCb3 inh | ssDAF-12 act
# `CCOC(=O)c1cc(S(=O)(=O)N2CC(C)CC(C)C2)cn1C` (centres undefined) is listed with 0.3 | -0.1 | -1 | 3 | 1.0 | -1 | -0.8 | -1.3 | 3 | -3 | -0.1
# `O=C(C1CCCN(Cc2nc(-c3cccs3)no2)C1)N1CCOCC1` (centres undefined) is listed with -0.5 | -0.2 | -3 | 10 | 0.7 | -5 | -0.9 | 0.1 | 2 | -10 | -0.5
# `O=C(NC1(C(F)(F)F)NC(=O)N(CCc2ccccc2)C1=O)C1CC1` (centres undefined) is listed with -0.5 | -0.2 | 3 | -6 | -0.5 | 0 | -0.4 | -0.6 | 0 | 3 | -1.2
